Screening data as filed in PubChem BioAssay.
rCAG binder: binders of r(CAG) RNA repeats, primary screen, biochemical, fluorescence. r(CAG) RNA repeat, TO-PRO-1 dye displacement fluorescence. inhibition, % at 3 µM. 1.3% of 370,000 active. AID 651821, 2012;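 active = inhibition above the plate cutoff, the mean of all test compounds on that plate plus 3 SD, cut at about 35% in these data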;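 also: 0% = DMSO alone and 100% = 100 µM mitoxantrone as full dye displacement; higher means more dye released from RNA so lower well fluorescence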
NPR1 activator: GC-A stimulated cGMP production enhancers – HEK293 GC-A cells, cGMP TR-FRET, EC30 ANP, primary screen | Atrial natriuretic peptide receptor 1 (Homo sapiens), P16066 | activation, % at 10 µM | 0% at EC30 ANP, 100% saturating ANP | 0.14% of 370,000 active | AID 1671463, 2021; in the data active = activation above about 40%
NR1D1 modulator: modulators of Rev-erb alpha DNA binding, primary screen, biochemical, FITC-DNA, fluorescence polarization, uHTS; Nuclear receptor subfamily 1 group D member 1 (Homo sapiens), P20393; Rev-erbα–FITC-DNA binding, 90 min; activity, % at 10 µM; 0.79% of 370,000 active; AID 1259318, 2017;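 active = activity above about 14%, limit read from the data; passing the limit was not always enough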;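 also: 0% = DMSO wells with 35 nM protein and 100% = DMSO wells with 750 nM protein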
PG9 binder: binders of HIV-1 gp120 antibody PG9, primary screen, biochemical, TR-FRET; HIV-1 gp120 / PG9 antibody interaction; TR-FRET gp120-PG9 antibody binding; inhibition, % at 6.7 µM; 0.43% of 360,000 active; AID 624416, 2012; in the data active = inhibition above about 8.5%
NPR2 activator: human GC-B receptor activators, primary screen, HEK293 GC-B cells, cGMP TR-FRET, EC30 CNP; Atrial natriuretic peptide receptor 2 (Homo sapiens), P20594; 0% at EC30 CNP, 100% saturating CNP; activation, % at 10 µM; 0.11% of 370,000 active; AID 1920062, 2024;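 active = activation at 10 µM reaching about 35% in either raw or pattern-adjusted values, limit read from the data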
Target sequence (P20594 whole entry, looked up): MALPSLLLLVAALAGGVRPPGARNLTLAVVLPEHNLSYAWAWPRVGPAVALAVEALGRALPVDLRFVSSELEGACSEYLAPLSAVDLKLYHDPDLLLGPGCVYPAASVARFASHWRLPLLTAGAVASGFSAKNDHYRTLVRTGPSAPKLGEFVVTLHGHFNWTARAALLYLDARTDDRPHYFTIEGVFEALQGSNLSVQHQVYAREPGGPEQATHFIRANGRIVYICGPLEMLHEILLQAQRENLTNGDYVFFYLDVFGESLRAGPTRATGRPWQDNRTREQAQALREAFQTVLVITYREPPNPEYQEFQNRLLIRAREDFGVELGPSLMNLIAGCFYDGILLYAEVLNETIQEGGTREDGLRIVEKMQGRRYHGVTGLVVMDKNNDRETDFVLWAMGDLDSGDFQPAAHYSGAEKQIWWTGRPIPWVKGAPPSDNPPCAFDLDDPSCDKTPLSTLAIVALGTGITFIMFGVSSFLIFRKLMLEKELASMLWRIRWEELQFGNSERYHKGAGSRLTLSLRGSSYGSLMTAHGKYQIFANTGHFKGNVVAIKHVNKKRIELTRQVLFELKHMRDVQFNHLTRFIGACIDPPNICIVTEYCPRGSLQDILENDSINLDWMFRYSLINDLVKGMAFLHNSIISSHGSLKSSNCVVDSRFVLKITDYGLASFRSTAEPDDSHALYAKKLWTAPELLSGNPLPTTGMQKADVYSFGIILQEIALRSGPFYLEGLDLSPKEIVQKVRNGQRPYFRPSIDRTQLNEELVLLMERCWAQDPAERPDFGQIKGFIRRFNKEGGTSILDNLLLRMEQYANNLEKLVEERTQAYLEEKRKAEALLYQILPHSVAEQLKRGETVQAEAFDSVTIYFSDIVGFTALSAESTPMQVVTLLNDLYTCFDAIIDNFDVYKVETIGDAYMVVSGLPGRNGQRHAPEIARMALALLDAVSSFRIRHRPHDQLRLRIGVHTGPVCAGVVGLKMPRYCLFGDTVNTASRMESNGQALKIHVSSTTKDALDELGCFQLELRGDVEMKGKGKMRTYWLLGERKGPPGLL
SMARCA2 activ: SMARCA2 (BRM) function activators, primary screen, cell-based, luminescence, high throughput. MG213 cells, MMTV-luciferase reporter, dexamethasone, overnight. activation, % at 9.1 µM. 1% of 370,000 active. AID 652017, 2013; in the data active = activation above about 7.8%;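 also: 0% = vehicle wells and 100% = reference activator wells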
ABHD4 inh: ABHD4 inhibitors, primary screen, biochemical, fluorescence polarization, mouse. purified mABHD4, FP-Rh probe fluorescence polarization. AID 720543, 2013. inhibition, % at 8.92 µM. 0.54% of 370,000 active. (Lyso)-N-acylphosphatidylethanolamine lipase (Mus musculus), Q8VD66;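 active = inhibition exceeding the mean over every tested compound plus 3 SD, cut at about 30% in these data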;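 also: 0% = plate median of compound wells and 100% = S159A mutant with DMSO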
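Assay system: Wild-type mouse ABHD4 protein | Medium: HEPES pH 7.0 buffer, 150 mM NaCl, 0.01% Pluronic F-127 | Incubation: Enzyme–compound pre-incubation 45 min, then probe 60 min, both 25 °C | Technique: Fluorescence polarization with parallel and perpendicular emission, 525/598 nm | Evaluation: % inhibition of FP-Rh probe binding versus controls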
ASAP1 inh: inhibitors of human ASAP1 ArfGAP activity, primary screen, biochemical, fluorescence polarization. Arf-GAP with SH3 domain, ANK repeat and PH domain-containing protein 1 (Homo sapiens), …. ASAP1-stimulated ARF1 GTP hydrolysis, GDP FP detection. inhibition, % at 16.5 µM. 0.19% of 360,000 active; in the data active = inhibition above about 25%;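 also: 0% = vehicle with enzyme and substrate and 100% = no enzyme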
ARFGAP1 inhibitor: inhibitors of rat ARFGAP1 GAP activity, primary screen, biochemical, fluorescence polarization, GDP tracer; Arfgap1-stimulated ARF1 GTP hydrolysis, GDP FP detection; inhibition, % at 16.5 µM; ADP-ribosylation factor GTPase-activating protein 1 (Rattus norvegicus), Q62848; 0.26% of 360,000 active;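 active = inhibition above a per-plate limit, mean inhibition of low control wells plus 3 SD, cut at about 25% in these data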;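 also: 0% = DMSO wells with enzyme and 100% = wells lacking Arfgap1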
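Material – truncated rat Arfgap1 GAP domain · Buffer or medium – HEPES-based buffer, pH 7.5 · Reagent – human ARF1(Δ1-17)-GTP substrate · Dosing – 16.5 µM single point, 1.26% DMSO · Schedule – GTP hydrolysis reaction 2 h at 25 °C · Technique – GDP detection by fluorescence polarization · Benchmarks – No-Arfgap1 wells (100%) versus DMSO full-reaction wells (0%) · Repeats – single replicate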
HTRA1 inh: HTRA1 serine protease inhibitors, primary screen, biochemical, fluorescence polarization, HTS; inhibition, % at 5.96 µM; recombinant HTRA1, FP-rhodamine activity-based probe; 0.5% of 340,000 active; in the data active = inhibition above about 36%;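 also: 0% = enzyme with DMSO and 100% = wells lacking enzyme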
* hit, by the source's call; · = no result given; & = joins results of further samples.

SMILES	rCAG binder	NPR1 activator	NR1D1 modulator	PG9 binder	NPR2 activator	SMARCA2 activ	ABHD4 inh	ASAP1 inh	ARFGAP1 inhibitor	HTRA1 inh
CCOc1ccc(NS(=O)(=O)c2cc(NC(=O)c3cccc(C)c3)ccc2Cl)cc1	14.4	-8.0	-4.7	-0.5	-4.6	-4.4	-82.1	5.7	14.9	-141.8
O=C(COc1ccc2ccc(=O)oc2c1)N1CCN(c2ccc(F)cc2)CC1	-2.6	-1.2	-9.2	-1.9	-4.9	-1.9	1.2	-5.2	0.6	0.3
NS(=O)(=O)Cc1noc2ccccc12	1.0&3.1	3.4&1.4	-1.2&3.6	-1.8&-1.3	-0.6&-0.3	-4.2&-2.7	0.7&-4.6	4.2&-2.2	8.8&10.9	4.2&2.0
Cc1ccc(-n2c(N)c(S(=O)(=O)c3ccccc3)c3nc4ccccc4nc32)cc1	0.7	-2.8	-5.9	-2.3	-11.3	1.8	-0.3	11.2	13.4	-7.8
C=CCNc1nc(NCCO)nc(N2CCCC2)n1	0.2	-0.9	0.4	-1.1	2.9	-4.5	7.8	5.1	-18.5	-1.9
COC(=O)c1cc(-c2ccc(Cl)cc2)n[nH]1	2.0	23.8	1.8	-1.0	-4.5	0.0	-3.1	4.9	-13.8	-10.9
CCN1C(=O)C(C(=O)Nc2ccc(OC)cc2)C2CC1(C)Oc1ccccc12 (configuration not stated)	1.0	1.8	-6.0	-2.2	-6.5	2.5	6.0	-8.0	-2.9	-11.7
COc1ccc(NC(=O)C2(C)Cc3c(-c4cccc(NC(C)=O)c4)ccnc3O2)cc1OC (configuration not stated)	1.4	2.5	-9.1	-0.9	-9.2	-0.6	4.5	12.8	11.6	·
N=c1c(S(=O)(=O)c2ccc(Cl)cc2)cc2c(=O)n3ccccc3nc2n1C1CCCC1	0.6	1.9	-5.7	-0.3	2.1	0.2	4.2	2.1	1.0	1.7
CC(OC(=O)c1ccc(NS(=O)(=O)c2cccs2)cc1)C(=O)N(C)C1CCCCC1 (configuration not stated)	20.3	2.1	-5.9	-1.1	1.7	-1.1	3.4	-8.3	-9.3	-0.8
CCC(C)C(NC(=O)OC(C)(C)C)C(=O)NC(Cc1ccccc1)C(=O)OC (configuration not stated)	-0.6	-5.8	3.7	-1.5	-3.7	-1.1	-9.9	-7.2	-6.5	-8.4
COc1ccc(NC(=O)COC(=O)CN2C(=O)C3CCCCC3C2=O)cc1 (configuration not stated)	2.4	2.3	0.9	1.2	-0.6	-6.4	-5.4	-9.8	13.7	3.7
CCCCSc1nnc(-c2ccc(OC)cc2)n1C	-7.2	0.9	0.8	0.2	1.6	-1.2	-0.5	-7.8	-1.7	-4.8
CCCCc1nnc(NC(=O)C23CC4CC(CC(NC(C)=O)(C4)C2)C3)s1	-9.7	3.9	2.2	-0.5	-3.4	-2.9	-5.5	-2.3	0.9	-1.0
CCOC(=O)c1c(C)c(C(=O)N2CCN(c3ccc(F)cc3)CC2)c(C)n1C	-13.0	0.1	-4.2	0.0	3.1	-0.4	3.7	-1.3	6.5	-1.8
CCOc1ccccc1C1C(C(=O)Nc2ccccc2OC)=C(C)Nc2nc(CCCO)nn21 (configuration not stated)	1.1	2.2	1.8	-2.5	0.3	-0.8	0.7	3.8	-3.2	-6.9
CN=C1SC(CC(=O)Nc2sc(C)c(C)c2C(=O)OC)C(=O)N1C (configuration not stated)	-3.1	2.6	0.8	-1.2	4.0	1.3	7.1	-0.3	1.1	7.4
O=C(CSC1CCCCC1)Nc1nccs1	0.6	7.3	1.6	2.1	2.4	-4.3	-7.6	-5.7	3.3	-2.4
CC1(C)CC(NC(=O)C2CCCCC2C(=O)O)CC(C)(C)N1 (configuration not stated)	-1.1	0.5	-2.3	0.9	4.5	-0.7	6.4	19.4	0.3	5.9
O=C(COc1ccc(Cl)cc1Cl)NC(=O)N1CCCCC1	-4.4	3.2	-4.2	-1.8	-1.4	3.1	-1.2	-9.4	-0.3	2.5
Cc1ccc(NC(=O)c2ccc(-c3cc(Cl)ccc3Cl)o2)c(C)c1	5.9	1.1	0.6	-1.8	1.6	0.3	-6.9	7.0	-2.6	·
CCOc1cccc(Nc2cc3n(c(=O)n2)CCc2cc(OC)c(OC)cc2-3)c1	-0.6	19.4	-6.7	2.6	15.7	-2.1	2.4	6.6	10.1	-2.4
CC1=C(C(=O)Nc2ccccn2)C(c2cn(C)nc2C)C2=C(CCCC2=O)N1 (configuration not stated)	6.0	5.8	0.1	-0.8	-1.4	-0.7	-1.3	-2.6	-2.0	3.2
CN(C)c1ncc(CN2CCC(CO)(CCCc3ccccc3)CC2)s1	-10.0	-2.0	-5.7	0.5	2.1	-3.4	-0.1	8.7	8.0	4.1
Cn1c(=S)c2[nH]c(SCc3cccnc3)nc2n(C)c1=O	2.1	0.2	7.5	0.2	4.5	-6.6	4.7	3.3	12.6	8.7

Exported with values under each structure: entries from further up.
Screens in order – rCAG binder | NPR1 activator | NR1D1 modulator | PG9 binder | NPR2 activator | SMARCA2 activ | ABHD4 inh | ASAP1 inh | ARFGAP1 inhibitor | HTRA1 inh
CC1=C(C(=O)Nc2ccccn2)C(c2cn(C)nc2C)C2=C(CCCC2=O)N1 (configuration not stated)
  6.0 | 5.8 | 0.1 | -0.8 | -1.4 | -0.7 | -1.3 | -2.6 | -2.0 | 3.2
CCOc1ccc(NS(=O)(=O)c2cc(NC(=O)c3cccc(C)c3)ccc2Cl)cc1
  14.4 | -8.0 | -4.7 | -0.5 | -4.6 | -4.4 | -82.1 | 5.7 | 14.9 | -141.8
CCOc1ccccc1C1C(C(=O)Nc2ccccc2OC)=C(C)Nc2nc(CCCO)nn21 (configuration not stated)
  1.1 | 2.2 | 1.8 | -2.5 | 0.3 | -0.8 | 0.7 | 3.8 | -3.2 | -6.9

Continued.
SMILES	rCAG binder	NPR1 activator	NR1D1 modulator	PG9 binder	NPR2 activator	SMARCA2 activ	ABHD4 inh	ASAP1 inh	ARFGAP1 inhibitor	HTRA1 inh
CSCc1ccc(C(=O)OCc2nc3ccccc3s2)o1	4.0	1.5	2.0	0.7	-1.9	4.9	0.4	-8.8	-0.3	-18.8
CCc1nc2ccc(C(=O)NCCc3ccccn3)cn2c1N(CCC(C)C)CCN(C)C	-2.4	-1.2	-8.0	0.5	-4.4	-1.8	3.3	-1.4	1.8	·
O=C1C(=Cc2ccc(F)cc2)CCc2ccccc21	3.3	2.2	-3.5	-0.9	1.6	2.8	-7.2	-21.8	8.0	·
O=C(Cn1cnc2c(nnn2-c2ccccc2)c1=O)N1CCC(Cc2ccccc2)CC1	3.1	-0.3	3.5	0.4	-3.2	6.6	0.4	-20.1	7.8	-5.0
Cc1c(/C=N/Nc2nc3ccccc3[nH]2)c2ccccc2n1C	23.5	-1.9	2.1	-8.2	-9.8	-2.7	40.5*	9.4	0.1	34.2
CCC1(c2ccccc2)NC(=O)N(CC(=O)Nc2ccc3c(c2)OCO3)C1=O (configuration not stated)	·	5.6	2.6	·	2.6	·	·	·	·	-6.4
CCN(CC)C(=O)CSc1nnc(-c2cc(-c3ccc(Cl)cc3)nc3ccccc23)o1	-2.1	-2.5	5.9	-0.8	-3.9	-2.2	-10.6	8.3	12.4	-0.7
CCNC(=O)C1CCCN1S(=O)(=O)c1ccc2ccccc2c1 (configuration not stated)	0.9	-2.0	4.2	-0.9	6.5	-1.3	-0.3	-9.8	1.4	4.8
CC(=O)OCc1c(C(F)(F)F)nn(C)c1Oc1ccccc1	-8.7	-0.2	1.6	2.1	-3.0	-2.6	-1.3	4.9	13.4	-3.8
Cc1cc(NO)c(C(C)C)cc1N=O	1.3	3.0	-3.4	-3.8	1.5	-5.5	-2.6	-8.7	8.9	-1.8
CCCCn1c(N)c(N(CCOC)C(=O)c2ccc(C)o2)c(=O)[nH]c1=O	0.2	0.0	-3.7	2.2	-0.8	1.4	2.6	4.8	-3.2	-3.6
O=C(Nc1ccc(Cl)cc1)c1ccc(-n2cncn2)c([N+](=O)[O-])c1	1.1	2.1	-1.5	-0.7	-1.3	-3.6	0.9	1.3	12.3	1.6
Cc1ccc(NCc2ccccc2OCc2ccccc2F)cc1	-2.4	6.2	-3.7	-1.6	-0.9	-8.2	0.4	-17.1	2.2	-9.0
Cc1nc(NS(=O)(=O)c2ccccc2)sc1C(=O)NNS(=O)(=O)c1ccccc1	17.2	-1.2	3.1	-2.0	2.4	-1.6	15.8	4.5	7.5	3.8
COc1ccc(NC(=O)COc2ccccc2)cc1Cl	-1.6	-0.9	-1.0	0.3	-0.7	2.9	-7.5	3.1	6.9	-8.9
N#CCOc1nc(N2CCCC2)nc(N2CCCC2)n1	-4.4	10.8	-3.5	0.5	4.8	-3.2	-0.9	3.2	-3.2	-0.3
Cc1cc(NC(=O)CCCn2nc([N+](=O)[O-])c(Cl)c2C)no1	-0.1	-2.5	-1.8	-0.2	-2.2	-4.5	-7.4	1.4	3.3	0.2
CC(=O)Nc1ccc(NC(=O)C2CCC(N3C(=O)C4C5C=CC(C6CC56)C4C3=O)CC2)cc1 (configuration not stated)	-3.2	-0.4	-10.6	-0.2	0.0	1.9	4.8	3.4	-7.8	3.9
COc1ccc(-c2nc3c(n2O)CCCC3=O)cc1OC	0.4	-0.7	4.0	-1.6	3.7	0.1	2.1	-16.7	-2.4	5.7
COc1ccc2c(-c3ccccc3)cc(SCC(=O)NC(N)=O)nc2c1	0.8	-5.1	39.6*	17.1*	-11.4	-1.1	-4.2	4.2	13.3	-6.4
CCNC(=O)N(C)C[C@H]1N[C@@](CC)(C(=O)OC)[C@H]2C(=O)N(C)C(=O)[C@@H]12	0.9	-0.4	4.1	-0.7	-5.3	-4.9	-3.5	-11.5	16.9	10.0
O=C(Cc1ccc(Cl)cc1)N/N=C/c1cccs1	4.2	0.0	3.3	-2.5	-11.1	1.7	-1.3	12.0	6.1	0.1
O=C(Cn1nc(CNc2ccc(Cl)cc2)[n+]2c1CCCCC2)c1ccc(Cl)cc1	6.8	4.5	-4.1	-0.5	-3.4	-6.6	10.4	15.1	6.0	5.5
COc1cc(/C=C/C(=O)O)cc(S(=O)(=O)Nc2ccccc2C(=O)NCc2ccco2)c1OC	13.5	2.7	-3.5	0.4	0.6	-3.6	4.9	14.2	-1.2	2.0
CCN(CC)CCN(C(=O)c1ccc(S(=O)(=O)N(CC)c2ccccc2)cc1)c1nc2c(OC)ccc(OC)c2s1	1.2	1.0	-1.4	-2.5	5.5	-0.6	2.2	-7.8	-4.4	-1.5
CC(=O)Nc1ccc(S(=O)(=O)NCc2ccc(C(=O)NCCCN3CCC(C)CC3)cc2)cc1	-4.9	3.6	-0.4	-0.5	5.8	-2.5	1.7	-18.6	3.4	-0.2
